GDH-TPI inh: inhibits GDH-TPI coupling enzymes, artifact for Mtb FBA screen; GDH-TPI coupled enzyme counterscreen, NADH absorbance; inhibition, % at 4.8 µM; hit rate 1.2% among 360,000; in the data active means inhibition above about 30%;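 further: 0% = DMSO wells and 100% = wells lacking the enzyme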
FadD28 binding: M. tuberculosis FadD28 bisubstrate binding inhibition. FadD28 bisubstrate probe binding, fluorescence polarization. inhibition, % at 12.5 µM. hit rate 0.22% among 360,000; in the data active means inhibition above about 8.5%, passing the limit was not always enough; inconclusive means no clear call, values can overlap the other calls
Anthrax LF inh2: inhibitors of Bacillus anthracis lethal factor protease. P15917. multiplex microsphere protease cleavage assay, LF. inhibition, % at 10 µM. hit rate 0.12% among 360,000; further: plate controls were buffer without enzyme for full effect and enzyme alone for no effect
BoNT A protease: inhibitors of Botulinum neurotoxin A light chain protease; multiplex microsphere protease substrate cleavage, flow cytometry; inhibition, % at 10 µM; hit rate 0.17% among 360,000; AID 588499; further: plate controls were buffer without enzyme for full effect and enzyme alone for no effect
Mtb FBA inh: Mtb fructose-bisphosphate aldolase inhibition; P9WQA3; purified M. tuberculosis FBA, fluorescence read-out; inhibition, % at 1 µM; hit rate 2.3% among 360,000; in the data active means inhibition above about 27%;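 further: 0% = vehicle and 100% = reference inhibitor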
Target sequence (P9WQA3 whole entry, looked up): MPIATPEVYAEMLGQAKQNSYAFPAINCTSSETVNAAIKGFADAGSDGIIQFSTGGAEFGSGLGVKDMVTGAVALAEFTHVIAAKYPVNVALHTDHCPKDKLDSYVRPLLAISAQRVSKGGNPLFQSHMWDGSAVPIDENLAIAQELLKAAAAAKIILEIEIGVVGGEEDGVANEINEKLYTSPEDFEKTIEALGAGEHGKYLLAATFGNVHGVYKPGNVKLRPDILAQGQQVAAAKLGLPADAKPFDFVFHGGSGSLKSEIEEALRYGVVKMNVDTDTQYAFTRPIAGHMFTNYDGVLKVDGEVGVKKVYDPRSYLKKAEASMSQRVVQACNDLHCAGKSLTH
Mtb BioA inh: BioA (M. tuberculosis) enzyme inhibition; purified M. tuberculosis BioA enzyme, plate reader; inhibition, % at 9.99 µM; hit rate 0.096% among 360,000; in the data active means inhibition above about 40%; inconclusive means no clear call, values can overlap the other calls
BoNT-F LC inh: inhibitors of Botulinum neurotoxin F light chain protease | inhibition, % at 10 µM | hit rate 0.22% among 360,000 | Multiplex microsphere protease cleavage assay, flow cytometry; in the data active means inhibition above about 35%, passing the limit was not always enough; inconclusive means no clear call, values can overlap the other calls; further: plate controls were buffer without enzyme for full effect and enzyme alone for no effect
UGM FP inh: blocks M. tuberculosis UGM enzyme. P9WIQ1. inhibition, % at 10 µM. AID 504406. hit rate 0.06% among 320,000. purified UGM, fluorescence polarization probe displacement; in the data active means inhibition above about 10%, passing the limit was not always enough; inconclusive means no clear call, values can overlap the other calls
Target sequence (P9WIQ1 whole entry, looked up): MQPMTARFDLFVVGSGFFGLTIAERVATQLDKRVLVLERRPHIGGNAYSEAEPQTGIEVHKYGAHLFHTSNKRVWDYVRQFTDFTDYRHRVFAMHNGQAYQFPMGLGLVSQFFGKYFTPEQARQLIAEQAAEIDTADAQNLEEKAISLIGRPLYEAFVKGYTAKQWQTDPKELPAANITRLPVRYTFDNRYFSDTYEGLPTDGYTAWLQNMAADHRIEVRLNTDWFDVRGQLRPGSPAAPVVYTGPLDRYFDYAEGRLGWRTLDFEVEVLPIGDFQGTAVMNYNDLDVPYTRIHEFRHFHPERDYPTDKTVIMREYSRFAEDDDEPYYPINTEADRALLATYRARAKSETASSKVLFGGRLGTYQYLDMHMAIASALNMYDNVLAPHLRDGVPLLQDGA
PfHsp40 rescue: compounds rescuing yeast from Plasmodium falciparum HSP40 toxicity | growth rescue, % at 12.5 µM | hit rate 0.68% among 340,000 | AID 504582 | S. cerevisiae expressing PfHsp40, growth rescue, ATP luminescence; in the data active means growth rescue above about 28%, passing the limit was not always enough; inconclusive means no clear call, values can overlap the other calls;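 further: yeast W303a lacking pdr1 and pdr3 grown in galactose medium; growth measured after three days at 30 °C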
* marks the source's active call; other numbers are inactive results; ? = inconclusive; . = not tested or not shown; & = joins results of further samples. Unless noted, no stated cut-off is given here; in the data, active means inhibition above about 30%; inconclusive means no clear call, values can overlap the other calls; inactive means below that.

SMILES	GDH-TPI inh	FadD28 binding	Anthrax LF inh2	BoNT A protease	Mtb FBA inh	Mtb BioA inh	BoNT-F LC inh	UGM FP inh	PfHsp40 rescue
COc1ccccc1NC(=O)N(C)C[C@@H]1OCc2cnnn2CCCC(=O)N([C@H](C)CO)C[C@@H]1C	-14	-0.3	0	-0.4	-2	-0.5&0.7	-2	.	.
O=C(CN1CCN(Cc2cccc(F)c2)CC1)Nc1ccccc1F	4	-0.6	15	0.5	0	1.4	5	2.0	-0.9
Cc1ccc(Cc2c(-c3ccco3)nc3c4ccccc4ccn23)cc1	.	-4.9	1	-0.7	16	-3.9	-7	.	.
Cc1ccc(OCCSc2nc(N)cc(N)n2)cc1	0	-3.6	1	0.9	2	.	3	0.8	-0.5
CCN(C(=O)c1cccc(NC(=O)c2ccccc2)c1)C1CCCCC1	13	-1.4	0	1.4	-6	0.7	6	-0.2	3.3
CC(C)C(N)c1csc(NC(=O)Nc2cccc(C(F)(F)F)c2)n1 (configuration not stated)	3	-8.2	-6	-0.9	1	0.6	-26	.	.
COc1cccc(N2CCN(C(=O)c3cn(Cc4ccccc4)nc3-c3cccnc3)CC2)c1	-2	-2.5	1	-0.3	-1	-0.6	-3	1.2	1.4
Cc1cccc(N(CC(=O)NC(C)(C)C)C(=O)CNC(=O)c2cccs2)c1C	3	0.8	-1	-1.3	1	-3.6	-5	-0.3	-1.0
c1cnc(Oc2ccc3oc4ccccc4c3c2)nc1	9	-0.1	-3	0.7	2	3.9	-5	1.2	0.3
Cc1cc(Br)cc2cn[nH]c12	-4	0.0	-7	-0.7	3	0.4	-7	0.5	-1.3
Cc1ccc(S(=O)(=O)Cc2ccc(C(=O)NC3CCCC3)o2)cc1	-9	-2.0	0	-0.5	1	-0.6	-4	-5.2	0.6
COc1ccc(NC2c3ccccc3C(=O)N2c2cccnc2)cc1 (configuration not stated)	10	0.1	-3	-1.0	-7	7.2	2	0.3	-0.1
O=C(Cc1cccc2ccccc12)NC(NC(=S)Nc1ccccc1Cl)C(Cl)(Cl)Cl (configuration not stated)	14	-0.1	-2	-1.1	-1	-1.2	4	.	-0.8
COC(=O)c1sccc1-n1cccc1C(=O)C(=O)N1CCCCC1	14	-3.4	2	-0.8	0	0.1	-18	1.2	0.2
O=C(c1ccc(Cl)c(S(=O)(=O)N2CCOCC2)c1)N1CCN(c2ccccc2F)CC1	3	-0.9	-3	-2.1	0	0.1	-1	0.2	0.0
C/C(=N\NC(=O)C1COc2ccccc2O1)c1ccc(N2CCOCC2)cc1 (configuration not stated)	11	-1.1	-1	-0.9	-1	.	-3	-1.2	0.0
O=C(COC(=O)CNC(=O)c1ccc(Cl)cc1Cl)NC1CCCCCCC1	-6	0.0	-1	-3.8	2	-0.7	-17	-0.2	-1.6
Cc1ccc2oc(=O)n(Cc3ccc(F)cc3)c2c1	3	-1.2	-8	-2.7	3	-0.3	9	-2.1	1.2
CCCNC(=O)C1(C)CCN(CCC(=O)c2ccc(Br)cc2)C1 (configuration not stated)	7	-1.1	-2	-0.3	-2	0.7	4	.	.
COc1ccc(N2CC(=O)N(c3ccc(OC)c(OC)c3)CC2=O)cc1OC	-6	-1.2	0	0.3	4	-1.4	2	0.9	0.2

Retrieved by structure from the entries so far (3):
SMILES	GDH-TPI inh	FadD28 binding	Anthrax LF inh2	BoNT A protease	Mtb FBA inh	Mtb BioA inh	BoNT-F LC inh	UGM FP inh	PfHsp40 rescue
O=C(c1ccc(Cl)c(S(=O)(=O)N2CCOCC2)c1)N1CCN(c2ccccc2F)CC1	3	-0.9	-3	-2.1	0	0.1	-1	0.2	0.0
O=C(COC(=O)CNC(=O)c1ccc(Cl)cc1Cl)NC1CCCCCCC1	-6	0.0	-1	-3.8	2	-0.7	-17	-0.2	-1.6
O=C(Cc1cccc2ccccc12)NC(NC(=S)Nc1ccccc1Cl)C(Cl)(Cl)Cl (configuration not stated)	14	-0.1	-2	-1.1	-1	-1.2	4	.	-0.8

Carrying on.
SMILES	GDH-TPI inh	FadD28 binding	Anthrax LF inh2	BoNT A protease	Mtb FBA inh	Mtb BioA inh	BoNT-F LC inh	UGM FP inh	PfHsp40 rescue
CC1CC1C(=O)OCc1cc(=O)n2cc(Br)ccc2n1 (configuration not stated)	25	0.3	2	-1.0	3	1.4	5	3.5	-0.1
Fc1c(F)c(F)c(N/N=C/c2c[nH]c3ccccc23)c(F)c1F	5	-4.4	-2	-0.5	-5	.	-11	1.6	5.1
COc1ccc(C(=O)N2CCC(C(=O)N3CCN(Cc4ccccc4)CC3)CC2)cc1	4	-0.6	-1	1.2	0	0.0	-6	-1.5	-1.1
COc1cccc(OCc2nnc(SCc3cc(=O)[nH]c4ccccc34)o2)c1	5	-3.8	-5	0.5	1	.	3	3.0	-1.0
CN(C)CCNC=C(C(=O)Nc1ccc(Cl)cc1Cl)C(=O)Nc1ccc(Cl)cc1Cl	6	-1.2	1	0.9	0	-1.8	12	0.5	1.3
COCCN(Cc1ccccc1)C(=S)Nc1ccc(OC(F)F)cc1	-1	-1.0	-1	-0.9	-5	.	0	1.5	1.6
CN(CC(=O)Nc1ccccc1C(F)(F)F)C(=O)CN1C(=O)C2CCCCC2C1=O (configuration not stated)	-14	-2.0	-5	-1.2	-3	-0.8	-10	-0.5	-1.5
CC1[C@H]2Cc3ccc(O)cc3[C@]1(C)CCN2C (some centres not stated)	5	-0.9	-7	-2.0	4	-1.5	0	.	-0.5
Cc1ccc(-n2c(C)n[nH]c2=S)cc1C	-2	-0.7	0	-0.1	-1	.	2	-2.3	-1.7
COc1ccc(N2C(=O)C3CCCN3C2c2ccc(C)o2)cc1Cl (configuration not stated)	1	-0.6	-4	0.5	2	4.7	21	0.6	0.7
Cc1ccc(NC(=O)CCc2nnc3ccc(N4CCC(C)CC4)nn23)nc1	1	0.4	-1	0.0	0	0.2	4	-1.8	4.2
Cc1cc([N+](=O)[O-])ccc1NC(=O)c1cncc(Br)c1	7	-4.0	2	0.8	2	8.3	6	0.4	-2.5
CC(=O)Nc1ccc(CNc2ncnc3ccc(-c4c(C)noc4C)cc23)cc1	-3	-4.6	0	-0.6	-2	33	-1	-1.4	-1.7
CCn1c(C)cs/c1=N\C(=S)Nc1ccccc1C	10	1.0	-1	-0.3	0	.	-4	0.1	0.8
O=C(NCCO)C(=O)NCC1OCCCN1S(=O)(=O)c1ccc2c(c1)OCCO2 (configuration not stated)	0	-2.5	2	2.0	1	-0.5	8	2.1	-0.8
OC[C@@H]1CN(Cc2ccccc2)C[C@H](n2ccc3c(N4CCCC4)ncnc32)O1	5	0.1	3	0.1	0	-0.6	0	.	.
COc1cc(C=Nc2cccc([N+](=O)[O-])c2C)ccc1OC(C)=O	11	1.4	1	-0.1	-3	-2.6	-4	0.2	0.8
Cc1cccc(OCC(=O)NC2CCCc3ccccc32)c1C (configuration not stated)	-4	-3.1	0	0.5	-1	.	2	-1.0	2.7
O=C(c1ccccc1)N1CCN(C(=O)c2ccccc2)c2ccccc21	6	-0.6	2	0.1	-1	-1.3	-3	.	-0.2
NC(=O)c1ccc(NC(=O)CN2CCN(c3ccccc3)CC2)cc1	-10	-4.9	-6	-3.2	-2	4.0	?	-0.5	-1.1
CC(C)CC1c2[nH]c3ccccc3c2CCN1C(=O)C1CCOCC1 (configuration not stated)	6	-3.8	-8	-0.4	4	.	0	-0.3	-0.4
O=c1ccn(-c2cccc(C(F)(F)F)c2)nc1-c1ccn(-c2ccccc2)n1	7	-6.2	-2	-0.3	-1	1.5	1	-1.4	-1.0
O=Cc1cccn1-c1cccnc1	-12	-3.2	1	-0.4	-4	-2.5	1	1.9	-0.1
CCN(CC)CCSc1nc(O)c(C(C)C)c(=O)[nH]1	8	1.6	-3	0.5	3	0.7	11	-1.6	-0.3
Cc1ccc(NC(=O)NCCN2CCCCC2)cc1Cl	15	-3.3	2	1.6	-3	-0.3	-7	0.8	-1.1
COc1ccc(C(=O)NC(=S)Nc2ccc3oc(=O)ccc3c2)cc1OC	-1	0.3	-4	-0.4	1	-0.2	8	-2.2	-0.1
Cn1c(-c2ccccc2)c[n+]2c1CCCCC2	5	-1.1	-4	-0.6	7	.	2	2.3	-0.2
CN(Cc1ccc(OCC(O)CN(C)Cc2ccccc2)cc1)Cc1nccn1C (configuration not stated)	9	1.4	-10	-1.4	-3	7.5	-3	1.5	1.9
C#CCN1C(=O)C(O)(CC(=O)c2cccc(OC)c2)c2ccccc21 (configuration not stated)	-6	-2.3	0	0.1	2	-0.2	-11	-2.4	-0.4
Cc1ccc(-c2csc(NC(=O)c3cnccn3)n2)cc1C	-3	1.1	-1	-0.1	4	.	-3	1.3	-0.6

Quoted from the listing:
`O=Cc1cccn1-c1cccnc1` in Anthrax LF inh2 is listed with 1
`COc1ccc(C(=O)NC(=S)Nc2ccc3oc(=O)ccc3c2)cc1OC` in Mtb FBA inh is listed with 1
`CC(C)CC1c2[nH]c3ccccc3c2CCN1C(=O)C1CCOCC1` (configuration not stated) in FadD28 binding is listed with -3.8

The list continues.
SMILES	GDH-TPI inh	FadD28 binding	Anthrax LF inh2	BoNT A protease	Mtb FBA inh	Mtb BioA inh	BoNT-F LC inh	UGM FP inh	PfHsp40 rescue
Cc1ccc(NC(=S)NNC(=O)c2nn(C)c(C)c2Cl)cc1	13	-1.7	-2	-0.5	4	-0.1	-4	1.6	-0.7
Cc1ccc(CN=c2c([N+](=O)[O-])nn(-c3cccc(Cl)c3)n2O)cc1	1	-1.2	4	0.0	4	-1.3	-3	0.5	8.1
CCN(CC)S(=O)(=O)c1cccc(C(=O)NCC2CCCCC2)c1	-6	-3.0	-2	-4.7	2	1.7	-34	-4.1	-0.4
CN(C(=O)CN1CCN(c2cc(-c3ccc(-c4ccccc4)cc3)ncn2)CC1)c1ccccc1	-4	1.3	4	0.4	2	1.5	-3	.	.
Cc1cccc(OCCNC(=O)c2cncc(Br)c2)c1	5	-1.6	-2	0.9	4	.	3	1.5	-1.5
COc1cc(/C=C2/C(=O)NN(c3ccc(Cl)c(Cl)c3)C2=O)cc([N+](=O)[O-])c1O	22	28*	-12	-2.6	-12	0.0	-4	3.8	2.4
CCCCN(C)C(=O)c1nc2ccccn2c1CN1CCN(c2cnccn2)CC1	2	-0.2	0	0.4	5	2.9	-2	-1.8	1.3
Brc1cc2c(cc1Cn1c(-c3cncs3)nc3ccccc31)OCO2	3	0.0	2	1.2	3	-1.0	19	-0.2	-3.2
O=C(Nc1ccccc1C(=O)O)c1cccc(S(=O)(=O)Nc2ccc(Br)cc2)c1	10	-12	2	-0.6	0	4.5	16	4.6	4.9
O=c1[nH]c2cc3c(cc2cc1C(c1nnnn1C1CCCC1)N1CCSCC1)OCCO3 (configuration not stated)	16	-2.2	-4	0.3	31*	-2.9	0	-0.6	-0.2
CC(C)(C)c1ccc(S(=O)(=O)Nc2ccc3c(c2)COC3=O)cc1	0	2.3	-16	1.4	2	3.2	12	5.0	1.5
CCOC(=O)C1CCCN(c2nc3c(C)cccn3c(=O)c2/C=C(\C#N)C(=O)NCc2ccco2)C1 (configuration not stated)	-8	-3.3	-7	-0.6	20	.	-3	-1.2	1.4
O=C(OCC(=O)c1ccc([N+](=O)[O-])cc1)/C(=C/c1ccc(Cl)cc1)NC(=O)c1ccccc1	5	-1.6	0	-0.1	3	.	-4	1.6	1.7
CCOc1ccc(S(=O)(=O)N2CCOCC2)cc1NC(=O)c1ccc(N2CCCC2=O)cc1	4	0.4	-2	-1.3	8	0.7	-5	1.2	-1.0
Cc1cccc(C)c1OCC(=O)N(Cc1ccc(N(C)C)cc1)C1CCS(=O)(=O)C1 (configuration not stated)	7	-3.5	9	-7.6	-2	0.4	?	-1.0	-1.9
COc1ccccc1-n1cnc2cc(C(=O)N3CCOCC3)ccc21	8	-1.3	-2	1.3	-1	-2.6	-3	0.6	-1.4
CON1C(=O)CN(C(C)=O)C1c1ccc(Cl)cc1Cl (configuration not stated)	0	-1.8	-4	-1.1	-5	.	-10	.	-0.6
N#Cc1cccc(C(=O)Nc2ccc(S(=O)(=O)Nc3nccs3)cc2)c1	9	-1.3	6	-1.6	6	-1.2	-7	-1.2	-0.9
CS(=O)(=O)c1ccc(C(=O)OCC(=O)NC(=O)C2CCCCC2)cc1[N+](=O)[O-]	-4	-2.1	-1	0.5	3	.	-8	2.5	-0.5

Bioassay records deposited in PubChem by several laboratories.
